# mIAP activ: activators of mouse IAP, primary screen, biochemical, luminescence, uHTS. muIAP, CDP-Star luminescence, 30 min; stronger effect = higher value; 1 = vehicle-only enzyme signal, 0 = enzyme-free wells. hit rate 0.24% among 330,000. activation factor at 10 µM. intestinal alkaline phosphatase [Mus musculus]. AID 2805, 2010;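 active = activation factor of at least 2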; note: the source names both 10 and 20 µM as test concentration; values of inactives mirror those of a sister screen read the other way
#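 Assay system: mouse IAP enzyme; Reagent: CDP-Star chemiluminescent phosphatase substrate; Compound: DMSO-dissolved test compounds; Incubation: 30 min, room temperature; Technique: luminescence from enzymatic CDP-Star hydrolysis; Controls: DMSO-only wells and no-enzyme negative control.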
# beta cell repl: inducers of MIN6 beta-cell proliferation, primary screen, ATP luminescence, uHTS; MIN6 cells proliferation, ATPlite luminescence, 48 h; cells starved in 0.2% serum; 100% = growth in 10% serum; hit rate 0.29% among 330,000; proliferation, % at 10 µM;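 active = compounds whose signal lies at least 3.5 SD above the mean of all wells on their plate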;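 note: 0% = DMSO-treated cells in low-serum medium and 100% = 10% serum control; some compounds called inactive have numbers as strong as hits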
# A3G deaminase: APOBEC3G DNA deaminase inhibitors, primary screen, biochemical, fluorescence, single-stranded DNA substrate, uHTS | hit rate 0.28% among 330,000 | recombinant A3G, ssDNA deamination FAM/TAMRA fluorescence | inhibition, % at 20 µM | DNA dC->dU-editing enzyme APOBEC-3G (Homo sapiens), Q9HC16 | AID 493012, 2011;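 active = inhibition of at least 40% at 20 µM, with no more than 30% in the related APOBEC3A deaminase screen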;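 note: plate controls were DMSO wells with A3G for no effect and wells lacking A3G enzyme for full effect; some compounds called inactive have numbers as strong as hits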
# Target sequence (Q9HC16 whole entry, looked up): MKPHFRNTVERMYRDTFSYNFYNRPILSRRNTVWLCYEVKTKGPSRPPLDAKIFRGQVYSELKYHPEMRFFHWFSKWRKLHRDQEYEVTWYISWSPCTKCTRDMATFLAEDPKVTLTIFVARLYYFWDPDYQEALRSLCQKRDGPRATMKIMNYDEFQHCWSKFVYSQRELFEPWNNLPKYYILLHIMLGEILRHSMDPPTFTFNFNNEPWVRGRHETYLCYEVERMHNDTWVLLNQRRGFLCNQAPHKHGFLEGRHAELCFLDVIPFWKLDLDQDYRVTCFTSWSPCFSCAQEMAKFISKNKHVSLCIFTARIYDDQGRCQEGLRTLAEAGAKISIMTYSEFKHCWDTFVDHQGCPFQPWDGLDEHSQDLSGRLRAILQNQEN
# NLRP3 yeast inh: NALP3 inflammasome inhibitors in reconstituted yeast, primary screen, luminescence, uHTS; Yeast reconstituted NLRP3/ASC/caspase-1, beta-gal luminescence, 24 h; inhibition, % at 10 µM; hit rate 0.39% among 330,000; AID 2825, 2010;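 active = inhibition of 50% or more; inactive = inhibition below 50%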;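 note: plate controls were induced DMSO wells for no effect and uninduced yeast grown without galactose for full effect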
# mIAP inh: inhibitors of mouse IAP, primary screen, biochemical, luminescence, uHTS; intestinal alkaline phosphatase [Mus musculus]; purified mouse IAP, CDP-Star luminescence, 30 min; inhibition, % at 10 µM; hit rate 0.2% among 330,000; AID 2806, 2010;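 active = inhibition of at least 40% at 10 µM in the primary screen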;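 note: plate controls were DMSO with enzyme for no effect and no enzyme wells for full effect; values of inactives mirror those of a sister screen read the other way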
# hIAP inh: human IAP inhibitors, primary screen, biochemical, luminescence, uHTS; Intestinal-type alkaline phosphatase (Homo sapiens), P09923; purified IAP, CDP-Star luminescence, 30 min; inhibition, % at 10 µM; hit rate 0.12% among 330,000; AID 2544, 2010;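 active = inhibition reaching a set limit with compound at 10 µM in the primary screen, cut at about 35% in these data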;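 note: plate controls were DMSO wells with enzyme for no effect and no-enzyme buffer wells for full effect; values of inactives mirror those of a sister screen read the other way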
# SENP1 FRET inh: human SENP1 catalytic domain inhibitors, primary screen, biochemical, FRET, uHTS; AID 624204, 2012; Sentrin-specific protease 1 (Homo sapiens), Q9P0U3; hit rate 0.21% among 360,000; inhibition, % at 10 µM; recombinant SENP1 catalytic domain, CyPet-SUMO1-YPet FRET cleavage;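 active = inhibition at least 30% at 10 µM, raw YFP signal under a set limit, fluorescence ratio 0.5 to 1.5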;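 note: 0% = enzyme with DMSO and 100% = no enzyme wells; some results filed as inactive read as strong as hits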
#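 Controls: no-enzyme wells low, DMSO-plus-enzyme wells high control. Test system: human recombinant His6-tagged SENP1 catalytic domain enzyme. Reagent: SFCypet-SUMO1-SFYpet FRET protein substrate, 25 nM final. Doses: one dose per compound, 10 µM, 0.5% DMSO. Detection: FRET, CFP and YFP emission. Timing: 50 min reaction at room temperature.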
# hIAP act: human IAP activators, primary screen, biochemical, luminescence, uHTS. activation factor at 10 µM. purified human IAP, CDP-Star luminescence, 30 min; stronger effect = higher value; 1 = vehicle-only enzyme, 0 = enzyme-free background. Intestinal-type alkaline phosphatase (Homo sapiens), P09923. hit rate 0.16% among 330,000;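 active = activation factor of the enzyme at least 2-fold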; note: the source names both 10 and 20 µM as test concentration; values of inactives mirror those of a sister screen read the other way
# APOBEC3A inh: APOBEC3A ssDNA deaminase inhibitors, primary screen, selectivity assay for APOBEC3G inhibitor project, biochemical, FAM/TAMRA oligo cleavage fluorescence; recombinant A3A, FAM/TAMRA ssDNA deamination fluorescence; inhibition, % at 20 µM; hit rate 0.41% among 330,000;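 active = at least 40% inhibition at 20 µM here, with at most 30% in a related deaminase screen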;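 note: plate controls were A3A with DMSO for no effect and wells lacking A3A enzyme for full effect; some results filed as inactive read as strong as hits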
# Target sequence (P31941 whole entry, looked up): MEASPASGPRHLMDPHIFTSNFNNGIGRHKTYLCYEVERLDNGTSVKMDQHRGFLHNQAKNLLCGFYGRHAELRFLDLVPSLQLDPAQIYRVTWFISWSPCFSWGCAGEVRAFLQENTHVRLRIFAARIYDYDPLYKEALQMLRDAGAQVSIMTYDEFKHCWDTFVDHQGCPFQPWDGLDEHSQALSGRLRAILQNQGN
# * = called active by the depositor; x = not tested or not shown. An excerpt; rates above refer to the full screens.
nr | smiles | hIAP inh | APOBEC3A inh | NLRP3 yeast inh | hIAP act | mIAP activ
1 | O=C(Nc1nc(-c2cccs2)c(C(=O)C(F)(F)F)s1)c1ccccc1 | -6 | -1 | 24 | 1.1 | 0.86
2 | CSc1ccc(Cl)c(C(=O)OCC(=O)N2CCNC2=O)c1 | 19 | -1 | 10 | 0.81 | 0.98
3 | Nc1nc(CN2CCN(Cc3ccccc3)CC2)nc(Nc2ccccc2)n1 | 5 | 1 | 13 | 0.95 | 0.98
4 | O=C(NCCc1ccncc1)Nc1ccccc1 | -7 | -3 | 10 | 1.1 | 0.98
5 | C=CCO/N=C(/C)c1c(O)c(CC)c(-c2ccccc2)n(-c2ccccc2)c1=O | -20 | -1 | 19 | 1.2 | 1
6 | Cc1ccc(Cl)cc1Nc1nc(-c2sc(NC(=O)c3ccccc3)nc2C)cs1 | 12 | -9 | 3 | 0.89 | 0.78
7 | CNC(=O)CN(c1ccc(Oc2ccccc2)cc1)S(=O)(=O)c1ccc(C)cc1 | 10 | -1 | 16 | 0.91 | 1.1
8 | CCC(C(=O)NC1CCCC1)N(C(=O)c1snc(C(N)=O)c1N)c1ccc(C)cc1C (configuration not stated) | -6 | -1 | -4 | 1.1 | 0.99
9 | CC1(c2ccccc2)NC(=S)N2C1NC(=S)N2c1ccccc1 (configuration not stated) | -6 | 0 | 2 | 1.1 | 1
10 | Cc1[nH]nc(Nc2ccccc2)c1[N+](=O)[O-] | 7 | -2 | 11 | 0.93 | 0.93
11 | CCOC(=O)c1cc(NC(=O)COc2ccc([N+](=O)[O-])cc2)cc(C(=O)OCC)c1 | 16 | -2 | 1 | 0.84 | 0.94
12 | CC(C)[C@H](NC(=O)N1c2ccccc2NC(=O)[C@@H]1C(C)C)C(=O)N[C@H](C(=O)O)c1ccccc1 | 0 | -5 | -8 | 1 | 1.1
13 | COC(=O)CSc1nc2sc(C)c(C)c2c(=O)n1C | 14 | -2 | 11 | 0.86 | 0.99
14 | COc1ccc(CNc2ncnc3cc(Cl)ccc23)cc1 | -5 | 0 | 33 | 1.1 | 1.1
15 | COc1ccccc1-c1c(C)c(C)nc(N)c1C#N | -18 | 1 | 17 | 1.2 | 0.91

nr | beta cell repl | SENP1 FRET inh | A3G deaminase | mIAP inh
1 | -6 | -52 | -3 | 14
2 | 4 | -1 | -5 | 2
3 | 2 | -1 | -1 | 2
4 | -3 | 0 | -7 | 2
5 | -1 | -1 | 1 | -1
6 | -7 | x | -12 | 22
7 | 2 | 0 | -8 | -5
8 | -1 | -27 | -6 | 1
9 | 1 | 4 | -2 | -2
10 | 0 | 3 | -3 | 7
11 | -2 | 3 | -3 | 6
12 | -1 | 2 | -11 | -6
13 | 2 | 4 | -3 | 0
14 | -3 | -1 | -5 | -8
15 | 1 | 1 | 0 | 9

# Additional records.
nr | smiles | hIAP inh | APOBEC3A inh | NLRP3 yeast inh | hIAP act | mIAP activ
16 | COc1ccc(Br)cc1Cn1nnc(C(=O)Nc2ccc3c(c2)OCCO3)c1N | -21 | -1 | 8 | 1.2 | 1
17 | O=C(CNC(=O)c1cccs1)N/N=C/c1c[nH]c2ccccc12 | -10 | 1 | 15 | 1.1 | 1.2
18 | CC(=O)Oc1c2occc2cc2ccc(=O)oc12 | 4 | 2 | 3 | 0.96 | 0.91
19 | C=CCSC1=NN2CCS(=O)(=O)N=C2S1 | 11 | -2 | 4 | 0.89 | 0.91
20 | Cc1oc(-c2ccccc2F)nc1CS(=O)(=O)CC(=O)NCCCN1CCN(C)CC1 | -27 | -7 | -2 | 1.3 | 1
21 | COCCN(CC(=O)Nc1cccc(C)c1C)C(=O)Cc1cccs1 | 2 | 1 | 7 | 0.98 | 1.2

nr | beta cell repl | SENP1 FRET inh | A3G deaminase | mIAP inh
16 | -1 | -1 | -3 | -1
17 | -2 | 1 | 3 | -16
18 | 1 | -10 | -2 | 9
19 | 2 | 0 | -8 | 9
20 | -4 | -2 | -8 | -3
21 | -6 | -4 | -3 | -15

# 13 entries from above, with tabs:
nr	structure	hIAP inh	APOBEC3A inh	NLRP3 yeast inh	hIAP act	mIAP activ	beta cell repl	SENP1 FRET inh	A3G deaminase	mIAP inh
9	CC1(c2ccccc2)NC(=S)N2C1NC(=S)N2c1ccccc1 (configuration not stated)	-6	0	2	1.1	1	1	4	-2	-2
10	Cc1[nH]nc(Nc2ccccc2)c1[N+](=O)[O-]	7	-2	11	0.93	0.93	0	3	-3	7
11	CCOC(=O)c1cc(NC(=O)COc2ccc([N+](=O)[O-])cc2)cc(C(=O)OCC)c1	16	-2	1	0.84	0.94	-2	3	-3	6
12	CC(C)[C@H](NC(=O)N1c2ccccc2NC(=O)[C@@H]1C(C)C)C(=O)N[C@H](C(=O)O)c1ccccc1	0	-5	-8	1	1.1	-1	2	-11	-6
13	COC(=O)CSc1nc2sc(C)c(C)c2c(=O)n1C	14	-2	11	0.86	0.99	2	4	-3	0
14	COc1ccc(CNc2ncnc3cc(Cl)ccc23)cc1	-5	0	33	1.1	1.1	-3	-1	-5	-8
15	COc1ccccc1-c1c(C)c(C)nc(N)c1C#N	-18	1	17	1.2	0.91	1	1	0	9
16	COc1ccc(Br)cc1Cn1nnc(C(=O)Nc2ccc3c(c2)OCCO3)c1N	-21	-1	8	1.2	1	-1	-1	-3	-1
17	O=C(CNC(=O)c1cccs1)N/N=C/c1c[nH]c2ccccc12	-10	1	15	1.1	1.2	-2	1	3	-16
18	CC(=O)Oc1c2occc2cc2ccc(=O)oc12	4	2	3	0.96	0.91	1	-10	-2	9
19	C=CCSC1=NN2CCS(=O)(=O)N=C2S1	11	-2	4	0.89	0.91	2	0	-8	9
20	Cc1oc(-c2ccccc2F)nc1CS(=O)(=O)CC(=O)NCCCN1CCN(C)CC1	-27	-7	-2	1.3	1	-4	-2	-8	-3
21	COCCN(CC(=O)Nc1cccc(C)c1C)C(=O)Cc1cccs1	2	1	7	0.98	1.2	-6	-4	-3	-15
